Screening data: PubChem BioAssay, several laboratories
TNAP act hi DEA = TNAP activators at high phosphate acceptor level, primary screen, biochemical, luminescence, uHTS; 200,000 tested, under 10 active; purified TNAP, CDP-star luminescence, 1 M DEA, 30 min; hits give high values; 0 = EDTA background, 1 = DMSO-only activity; Alkaline phosphatase, tissue-nonspecific isozyme (Homo sapiens), P05186; activation factor at 20 µM;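 active means activation factor at least 2 at 20 µM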
Target sequence (P05186 whole entry, looked up): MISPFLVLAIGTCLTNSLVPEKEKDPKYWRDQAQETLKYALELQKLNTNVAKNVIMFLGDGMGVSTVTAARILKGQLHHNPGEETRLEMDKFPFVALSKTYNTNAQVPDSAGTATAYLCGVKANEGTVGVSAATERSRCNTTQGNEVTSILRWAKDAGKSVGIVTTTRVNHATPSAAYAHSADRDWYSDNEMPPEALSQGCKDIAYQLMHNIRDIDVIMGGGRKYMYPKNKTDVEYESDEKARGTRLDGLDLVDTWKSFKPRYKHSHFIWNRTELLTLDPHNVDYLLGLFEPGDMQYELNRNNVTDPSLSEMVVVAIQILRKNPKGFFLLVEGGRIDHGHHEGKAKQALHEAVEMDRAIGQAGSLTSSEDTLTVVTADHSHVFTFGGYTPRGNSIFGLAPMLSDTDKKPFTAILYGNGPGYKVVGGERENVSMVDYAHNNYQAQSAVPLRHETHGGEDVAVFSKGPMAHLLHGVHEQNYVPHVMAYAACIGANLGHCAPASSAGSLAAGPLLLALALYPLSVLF
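Control set: EDTA negative control, DMSO positive control / Assay system: human TNAP / Quantity: TNAP 1/800 final / Evaluation: TNAP activation factor scaled between EDTA and DMSO control wells / Measured by: luminescent substrate turnover signal / Compound dosing: one dose, 20 µM / Times: 30 min enzyme reaction at room temperature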
TNAP inh hi DEA = human TNAP enzyme inhibitors, primary screen, biochemical, luminescent, high phosphate acceptor level, uHTS; Alkaline phosphatase, tissue-nonspecific isozyme (Homo sapiens), P05186; purified TNAP, CDP-star luminescence, 1 M DEA; inhibition, % at 20 µM; 0.03% of 200,000 active;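 active means over 50% inhibition of tissue-nonspecific alkaline phosphatase at 20 µM in the single-dose screen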;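 further: plate controls were DMSO wells for no effect and EDTA-quenched wells as full inhibition for full effect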
FLuc stim CS = FLuc activators, initial screening, artefact control for FLuc-dependent activation tests, biochemical, ATPlite luminescence. Luciferin 4-monooxygenase (Photinus pyralis), P08659. ATPlite luciferase biochemical, 10 min; 0 = ATP-free wells, 1 = DMSO control. activation factor at 10 µM. 200,000 tested, under 10 active;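 active means luciferase activation factor, scaled between plate controls, of at least 2 with compound at 10 µM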
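Assay system: Luciferase/luciferin reagent mix; Medium: PBS as buffer for the ATP substrate; Dosing: test compounds dosed from 2 mM stocks in 100% DMSO; Times: 10 min, room temperature; Signal: luminescence from luciferase reaction; Read-out: luciferase activation; Controls: No-ATP low control, compound-free enzyme-plus-ATP high control.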
G6PDH CS = L. mesenteroides G6PDH inhibitors, counter-screen for G6PDH-coupled screening assays, biochemical, Leuconostoc mesenteroides enzyme; glucose-6-phosphate dehydrogenase [Leuconostoc mesenteroides]; Purified L. mesenteroides G6PDH, diaphorase/resazurin coupled fluorescence, 45 min; inhibition, % at 5 µM; 0.12% of 200,000 active; in the data active means inhibition above about 50%
PMI act hi M6P = human PMI activators, high substrate, primary screen, biochemical, fluorescence intensity, near-saturating mannose 6-phosphate | 0.34% of 190,000 active | coupled PMI enzyme assay, resazurin fluorescence, 20 min; hits give high values; 1 = untreated enzyme, 0 = substrate-free blank | activation factor at 20 µM;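 active means activation factor of 2 or more at 20 µM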
Target sequence (P34949 whole entry, looked up): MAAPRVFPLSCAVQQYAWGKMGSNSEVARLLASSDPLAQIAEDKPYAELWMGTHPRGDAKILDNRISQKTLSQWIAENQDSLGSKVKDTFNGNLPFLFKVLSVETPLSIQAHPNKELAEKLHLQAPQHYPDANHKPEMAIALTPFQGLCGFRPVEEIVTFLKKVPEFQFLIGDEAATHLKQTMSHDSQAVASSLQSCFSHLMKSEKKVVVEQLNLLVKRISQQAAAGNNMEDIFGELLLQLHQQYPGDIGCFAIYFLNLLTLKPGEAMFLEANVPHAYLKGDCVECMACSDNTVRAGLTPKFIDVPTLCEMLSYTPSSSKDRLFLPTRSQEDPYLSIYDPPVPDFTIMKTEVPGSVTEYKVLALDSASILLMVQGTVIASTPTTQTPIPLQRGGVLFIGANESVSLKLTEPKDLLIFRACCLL
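Test system: human phosphomannose isomerase with PGI, G6PDH, diaphorase coupling enzymes; amount: 15 ng/mL PMI; incubation: enzyme reaction with compound 20 min at room temperature; technique: resorufin fluorescence (Ex 544/Em 590 nm) from resazurin via diaphorase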
Diaphorase inh = diaphorase inhibitors and chemical oxidizers, primary screen, counter-screen for diaphorase-coupled primary assays, biochemical, uHTS, resorufin fluorescence; AID 1217, 2008; 0.69% of 190,000 active; diaphorase resazurin-to-resorufin fluorescence, NADH, 16 min; bacterial (C. kluyveri) enzyme, not human; inhibition, % at 20 µM;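 active means primary screen inhibition at 20 µM above a set limit, cut at about 50% in these data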;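 further: plate controls were DMSO with full reaction for no effect and wells lacking NADH for full effect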
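Test system: diaphorase enzyme from Clostridium kluyveri; amount: diaphorase at 0.14 U/mL in enzyme working solution; detection: fluorescence of resorufin formed from resazurin, Ex 544/Em 590 nm; times: reaction incubation of 16 min at room temperature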
Diaph act CS = compounds boosting diaphorase resazurin reduction – biochemical, uHTS, resorufin fluorescence, counter-screen for diaphorase-coupled primary assays, primary screen; activation factor at 20 µM; AID 1229, 2008; 0.005% of 190,000 active; Diaphorase/resazurin coupled assay, 16 min; hits give high values; 1 = vehicle wells, 0 = NADH-free wells;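 active means diaphorase activity raised at least twofold by the compound at 20 µM; inactive means activation factor below 2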
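Measured by – red resorufin fluorescence at 544/590 nm excitation/emission · Test system – Clostridium kluyveri diaphorase, purified enzyme · Incubation – reaction time 16 min, room temperature · Buffer or medium – 50 mM HEPES pH 7.4 with 4.542 mM MgCl2, 0.005% Tween 20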
TNAP inh no acc = human TNAP enzyme inhibitors, primary screen, biochemical, luminescent, no phosphate acceptor, uHTS. Alkaline phosphatase, tissue-nonspecific isozyme (Homo sapiens), P05186. purified TNAP, CDP-star luminescence, 30 min. inhibition, % at 20 µM. 0.26% of 200,000 active. AID 1012, 2008;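 active means tissue-nonspecific alkaline phosphatase inhibition above about 50% at 20 µM in the single-dose screen, limit read from the data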;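 further: 0% = DMSO negative control and 100% = EDTA positive control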
Efa HMGR inh = inhibitors of E. faecalis class II HMGR, primary screen, biochemical, Enterococcus faecalis. 0.41% of 190,000 active. purified E. faecalis HMGR, NADPH absorbance 340 nm kinetic. inhibition, % at 10 µM. HMG-CoA reductase (Enterococcus faecalis, mvaE);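 active means inhibition above a set limit, the median over all tested compounds plus 3 SD, cut at about 9.5% in these data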;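 further: enzyme runs in reverse so mevalonate oxidation gives rising NADPH absorbance; 0% = complete reaction with DMSO and 100% = background rate lacking mevalonate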
PMI act = activators of human PMI, primary screen, biochemical, fluorescence intensity, near-Km mannose 6-phosphate; Mannose-6-phosphate isomerase (Homo sapiens), P34949; purified human PMI, coupled resazurin fluorescence, 20 min; hits give high values; 1 = vehicle control, 0 substrate-free wells; activation factor at 20 µM; 0.005% of 190,000 active; AID 1214, 2008;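 active means activation factor of 2 or more at 20 µM, relative to plate controls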
Numbers without * were called inactive; nt = not tested or not shown.

SMILES	TNAP act hi DEA	TNAP inh hi DEA	FLuc stim CS	G6PDH CS	PMI act hi M6P	Diaphorase inh	Diaph act CS	TNAP inh no acc	Efa HMGR inh	PMI act
Fc1ccc(C2c3[nH]c4ccccc4c3CCN2Cc2cccn2-c2ncccn2)cc1 (stereo unspecified)	1	1	1	15	nt	nt	nt	-3	2	nt
COc1ccc(-c2csc(N3CCN(Cc4ccc5c(c4)OCO5)CC3)n2)cc1	1.1	-7	1.1	-1	1	17	0.8	-10	-1	0.9
CN(Cc1cccs1)C(=O)Cn1cnc2ccccc2c1=O	1	0	1	5	1	7	0.9	28	-3	1
O=C(Cc1csc(NC(=O)c2ccc(F)cc2)n1)NO	1	-3	1	12	0.9	1	1	-42	-8	1
CSc1nnc(-c2ccccc2)o1	1.1	-10	1.1	7	1	19	0.8	-7	-4	1
Cc1cc(=O)[nH]c(Cc2ccc(OC(C)C)cc2)n1	1.1	-8	1	-3	1	13	0.9	-16	0	1
C/C(N)=C(/C#N)C(=O)COC(=O)Cc1coc2ccc3ccccc3c12	1	-2	1.1	0	0.9	14	0.9	-1	-6	1
S=C(Nc1ccc2nccnc2c1)N1CCCC1	1	-3	1	24	0.6	27	0.7	-9	2	1.2
O=C(CN1C(=O)C2C3C=CC(C3)C2C1=O)Nc1ccc(F)cc1 (stereo unspecified)	1	0	1	12	0.8	-4	1	-4	-9	1
Cc1cc(C)nc(N(C#N)CCOc2ccccc2)n1	1.1	-6	1.1	6	1	-1	1	0	-1	1.1
CCC(c1nnnn1Cc1ccc(OC)cc1)N(CCCO)Cc1cc2cc3c(cc2[nH]c1=O)OCO3 (stereo unspecified)	1	-3	1.1	-2	1.1	7	0.9	-7	-7	1
NC(=O)c1cccn1-c1ncc(C(F)(F)F)cc1Cl	1	-4	1.1	4	1	10	0.9	-10	-1	1
CN1CCN(C(=O)C2CCC(C)(C(=O)O)C2(C)C)CC1 (stereo unspecified)	1	-3	1	17	0.9	14	0.9	-3	2	0.9
Cc1ccccc1NC(=O)CSc1nc(N)c2c3c(sc2n1)CSC(C)(C)C3	1	0	1.1	18	0.9	22	0.8	-18	-10	0.8
O=C(NC1CCCCC1)c1cccs1	1.1	-5	1	15	0.9	11	0.9	-19	-2	0.9
Cc1ccc(C(=O)N(Cc2nc3ccccc3c(=O)[nH]2)C2CCCC2)cc1	1	-4	1	6	1.1	5	1	-3	0	1
CCOC(=O)C1CCN(C(=O)Nc2ccc3nc(C)c(C)nc3c2)CC1	1	-3	1	-48	0.9	9	0.9	-6	0	0.8
COc1ccc(CNC(=O)C/C(C)=N/NC(=O)C23CC4CC(CC(C4)C2)C3)cc1	1	-3	1.1	7	1	0	1	-2	-1	1
COc1ccc(OC)c(CN2C(=O)c3ccccc3C2C(=O)NCC2CCCO2)c1 (stereo unspecified)	1	-4	1.1	3	1	6	0.9	-14	3	1
N/C(=N\N=C\c1cccs1)SC1CC(=O)N(c2cccc([N+](=O)[O-])c2)C1=O (stereo unspecified)	1	-4	1	4	1	9	0.9	-28	-8	1
Cc1ccnc(N2CCC(C(=O)NNC(=O)c3ccncc3)CC2)n1	1	-4	1.1	-4	1	-2	1	-7	1	1
O=C(COC(=O)CN1C(=O)c2ccccc2C1=O)Nc1ncc(Cl)cc1Cl	1	-3	1	1	1	15	0.8	-13	1	1.1
CCC(C)(C)C1CCc2nc3ccccc3c(C(=O)OC(C)C(=O)Nc3c(C)n(C)n(-c4ccccc4)c3=O)c2C1 (stereo unspecified)	1.1	-6	1.1	-10	0.8	33	0.7	-21	-3	0.7
Cc1ccc(OCC(=O)Nc2ccccc2-c2ccccc2)cc1	1	0	1.1	3	1	15	0.8	-7	nt	1
S=C(NCc1ccco1)Nc1ccc(Br)cc1Cl	1	-3	1	-1	1	12	0.9	-12	-2	0.9
CN1C(=O)NC(c2ccc(O)cc2)C2=C1CN(c1cccc3ccccc13)C2=O (stereo unspecified)	1.1	-5	1.1	6	1	-9	1.1	3	1	1.2
CN(Cc1ccccc1)c1ccc(S(=O)(=O)N2CCOCC2)cn1	1	-1	1	2	0.9	4	1	-5	-3	1
Fc1cccc(Cl)c1CNn1cn[nH]c1=S	1.1	-6	1	2	0.9	28	0.7	-8	1	0.9
C/C(=N\NC(=O)Cc1cccc2ccccc12)c1ccncc1	1.1	-7	1	2	1	11	0.9	-9	-3	1.2
C#CCOc1c(Cl)cc(/C=N/O)cc1OC	1	2	1	5	1	4	1	-6	-3	1

Fetched by compound from the list above, three records:
SMILES	TNAP act hi DEA	TNAP inh hi DEA	FLuc stim CS	G6PDH CS	PMI act hi M6P	Diaphorase inh	Diaph act CS	TNAP inh no acc	Efa HMGR inh	PMI act
CN(Cc1ccccc1)c1ccc(S(=O)(=O)N2CCOCC2)cn1	1	-1	1	2	0.9	4	1	-5	-3	1
CCC(C)(C)C1CCc2nc3ccccc3c(C(=O)OC(C)C(=O)Nc3c(C)n(C)n(-c4ccccc4)c3=O)c2C1 (stereo unspecified)	1.1	-6	1.1	-10	0.8	33	0.7	-21	-3	0.7
Cc1ccc(C(=O)N(Cc2nc3ccccc3c(=O)[nH]2)C2CCCC2)cc1	1	-4	1	6	1.1	5	1	-3	0	1

Arranged by value in PMI act (highest first): 4 of the compounds above.
compound,PMI act
CN1C(=O)NC(c2ccc(O)cc2)C2=C1CN(c1cccc3ccccc13)C2=O (stereo unspecified),1.2
COc1ccc(CNC(=O)C/C(C)=N/NC(=O)C23CC4CC(CC(C4)C2)C3)cc1,1
S=C(NCc1ccco1)Nc1ccc(Br)cc1Cl,0.9
CCC(C)(C)C1CCc2nc3ccccc3c(C(=O)OC(C)C(=O)Nc3c(C)n(C)n(-c4ccccc4)c3=O)c2C1 (stereo unspecified),0.7

(next part)
SMILES	TNAP act hi DEA	TNAP inh hi DEA	FLuc stim CS	G6PDH CS	PMI act hi M6P	Diaphorase inh	Diaph act CS	TNAP inh no acc	Efa HMGR inh	PMI act
COc1ccc(N2CCN(C(=O)c3ccc(Cn4c(=S)[nH]c5ccc(N6CCOCC6)cc5c4=O)cc3)CC2)cc1	1	-5	1	-4	0.7	32	0.7	-18	-7	0.9
Cc1nc(SCc2nnc(-c3ccc(Cl)cc3)o2)c2c3c(sc2n1)CCC3	1.1	-5	1.1	1	0.9	13	0.9	-11	nt	1
CC1(C)CC(=O)C(C=NCCN2CCN(C(=O)c3ccccc3)CC2)=C(O)C1	1	-2	1	10	0.9	24	0.8	-8	-9	0.9
CC(C)C[C@H](NC(=O)NC(C)C)C(=O)O	1	0	1	15	1	9	0.9	-6	-2	0.9
COc1ccc2cc(C(=O)NCc3ccco3)c(=Nc3ccc(C(=O)O)cc3)oc2c1	1	2	1	-13	0.9	38	0.6	-11	0	0.9
COc1ccc(CCNC(=O)CCN2C(=O)C3CC=CCC3C2=O)cc1OC (stereo unspecified)	1	1	1.1	0	0.7	14	0.9	-10	-10	1
COC(=O)C1=C(C)NC(C)=C(C(=O)OC)C1c1ccccc1[N+](=O)[O-]	0.9	6	1	25	0.2	45	0.6	-4	2	0.2
CN(C)S(=O)(=O)N1CCN(C(=O)N2CCCCC2)CC1	1	-3	1.1	-2	0.8	22	0.8	-11	-8	0.9
CC12CN3CC(C)(CN(C1)C3c1cc(Br)ccc1O)C2=O (stereo unspecified)	1	-1	1	5	1	5	0.9	-9	-2	1
O=C(Nc1ccc2c(c1)OCO2)C1CCCN(S(=O)(=O)c2cccs2)C1 (stereo unspecified)	1	-2	1.1	14	0.9	7	0.9	-1	0	1.1
CCc1nnc(NC(=O)c2cccc(S(=O)(=O)N(C)c3ccc(OC)cc3)c2)s1	1	-4	1.1	-6	1.1	1	1	-8	-4	1.2
Cc1nn(C)c(Cl)c1NC(=O)OCc1ccc(F)cc1	1	0	1	-2	1	7	0.9	-6	-1	1
COC(=O)/C=C/c1ccc(OC(=O)c2ccncc2)cc1	1	3	1	11	1	12	0.9	-9	-3	1
Cc1nn(CCCNC(=O)C2CCCO2)cc1Br (stereo unspecified)	1.1	-6	1	3	0.9	20	0.8	-14	-5	0.9
O=C(Nn1cnnc1)c1cc([N+](=O)[O-])cc([N+](=O)[O-])c1	1.1	-6	1	-5	1	13	0.9	-14	-1	1.1
O=c1c([N+](=O)[O-])cccn1Cc1cccc(Cl)c1	1	2	1.1	3	1	9	0.9	-4	-3	1
CNS(=O)(=O)c1ccc(NC(=O)C2c3ccccc3Oc3ccccc32)cc1	1	-2	1.1	2	1	15	0.9	-18	3	1
CC(=O)c1sc(NC(=O)c2cccc(C)c2)nc1C	1.1	-5	0.5	2	1.1	13	0.9	-9	-1	1
O=C(CCc1ccccc1)NNC(=O)C12CC3CC(CC(C3)C1)C2	1	-3	1	3	1	1	1	-32	-3	1
CCOC(=O)c1ccc(CSc2nnc(-c3ccncc3)n2N)cc1	1	0	1	2	1	0	1	2	-9	1
CN(C)c1ccc(/C=C2\SC(=S)N(Nc3ncc(C(F)(F)F)cc3Cl)C2=O)cc1	0.8	16	1	-3	1.1	2	1	14	-1	1.1
COc1ccc(CCC(=O)NNC(=S)Nc2cccc(C(C)=O)c2)cc1	1.1	-8	1.1	-5	1.1	3	1	-121	1	1
O=C(c1cn(-c2ccccc2)nc1-c1cccnc1)N1CCCCC1	1.1	-9	1.1	13	1.1	8	0.9	1	-9	1.1
COc1cc2c(cc1OC)C(=O)CCS2	1	-2	1.1	2	1.1	2	1	-1	1	1.1
COc1cccc2cc(C(=O)C3=C(O)C(=O)N(Cc4ccco4)C3c3cccnc3)oc12 (stereo unspecified)	1	-4	1.1	6	1.6	17	0.8	-4	2	1.3
O=c1oc2ccccc2c(NCc2ccccc2)c1[N+](=O)[O-]	1	5	1	8	0.9	15	0.9	-18	-5	0.8
